High-throughput results as filed in PubChem BioAssay.
CAL PDZ FP-1: inhibitors of human CAL PDZ peptide binding | purified CAL PDZ, TMR-peptide fluorescence polarization, 1 h | inhibition, % at 24.9 µM | 0.92% of 300,000 active | AID 602252;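 active = mean inhibition of at least 30% with at least half of replicates also reaching 30%; inconclusive = no clear call, values can overlap the other calls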;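 note: 0% = DMSO neutral control and 100% = excess unlabeled competitor peptide PRC23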
Rtt109 Vps75: C. albicans Rtt109 histone acetyltransferase inhibition; purified Rtt109/Vps75, ThioGlo CoA-SH fluorescence, 4 h; inhibition, % at 34.9 µM; 0.16% of 330,000 active; AID 540336;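 active = inhibition of at least 50% in every replicate; inconclusive = best replicate reaches 50% inhibition but some replicates fall short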
Target sequence (Q5AAJ8 whole entry, looked up): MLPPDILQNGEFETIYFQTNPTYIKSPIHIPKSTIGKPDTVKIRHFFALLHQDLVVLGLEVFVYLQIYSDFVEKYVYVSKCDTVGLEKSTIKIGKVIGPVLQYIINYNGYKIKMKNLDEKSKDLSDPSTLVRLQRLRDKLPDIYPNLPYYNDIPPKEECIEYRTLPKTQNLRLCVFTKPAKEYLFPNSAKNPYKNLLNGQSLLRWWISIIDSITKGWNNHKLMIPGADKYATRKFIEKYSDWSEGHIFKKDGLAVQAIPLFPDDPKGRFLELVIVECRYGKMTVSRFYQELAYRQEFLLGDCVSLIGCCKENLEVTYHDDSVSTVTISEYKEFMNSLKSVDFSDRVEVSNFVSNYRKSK
PfHsp90 yeast 2: growth inhibition of yeast expressing Plasmodium Hsp90. S. cerevisiae expressing PfHsp90, BacTiter-Glo ATP, 48 h; yeast lacking PDR1 and PDR3 efflux regulators. inhibition, % at 9.4 µM. 0.32% of 310,000 active;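 active = every replicate shows inhibition above about 80%, whatever the replicate mean, limit read from the data; inconclusive = mean inhibition reaches the set limit but some replicate falls short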;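 note: 0% = DMSO neutral controls and 100% = 20 µM radicicol positive controls; yeast relying on Plasmodium falciparum Hsp90 in place of its own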
MITF act: activators of MITF-driven TRPM1 promoter activity in SK-MEL-5 cells; SK-MEL-5 TRPM1-promoter luciferase, 24 h; % of positive control, neutral wells = 0; activation, % at 12.5 µM; 0.75% of 300,000 active; AID 588334;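 active = mean activation of at least 80% with every replicate also reaching 80%; inconclusive = mean reaches 80% but some replicate falls short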;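 note: 0% = neutral control wells and 100% = parthenolide positive control wells; values of inactives mirror those of a sister screen read the other way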
CAL PDZ FP-2: human CAL PDZ-peptide interaction inhibition | inhibition, % at 20 µM | Q9HD26 | AID 504414 | 0.02% of 330,000 active | purified CAL PDZ, TMR-peptide fluorescence polarization, 1 h;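 active = highest replicate inhibition of at least 40%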;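 note: plate controls were DMSO neutral control wells for no effect and unlabeled competitor peptide control wells for full effect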
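System: tagged CAL PDZ domain. Schedule: 1 h room-temperature incubation prior to read. Signal: fluorescence polarization (mP). Measure: percent inhibition from loss of millipolarization.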
dFosB activator: activators of mouse delta FosB homodimer; purified delta FosB, TAMRA-CDK5 oligo fluorescence polarization; percent of positive-control signal above neutral wells; 0.99% of 340,000 active; activation, % at 25 µM; P13346;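 active = mean activation above about 17%, with every replicate also reaching it, limit read from the data, passing the limit was not always enough; inconclusive = only one of the two conditions met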;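 note: fluorescence polarization rise as delta FosB binds a TAMRA Cdk5 AP-1 oligo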
SR-BI DiI-HDL act: enhances SR-BI lipid uptake from DiI-HDL | CHO ldlA[mSR-BI] cells, DiI-HDL uptake fluorescence, 3 h; 100 = double the neutral-control signal | activation, % at 12.5 µM | 0.096% of 320,000 active;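 active = mean replicate activation of at least 60% and every replicate at or above 60%; inconclusive = mean or all-replicate condition met, but not both; inactive = mean below 60% and not all replicates reaching 60%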;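 note: 0% = median plate neutral-control signal and 100% = twice that signal; values of inactives mirror those of a sister screen read the other way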
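material = CHO ldlA[mSR-BI] cells | medium = Ham's F12 with 0.5% BSA, HEPES 25 mM, pH 7.4 | reagent = fluorescent DiI-HDL, 10 µg/mL final | compound dosing = single-point compound dose | incubation = 3 h, 37 °C | measured by = bottom-read fluorescence, 550/595 nm | measure = HDL uptake via cellular fluorescence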
NSD2 inh: inhibitors of human histone methyltransferase NSD2 | NSD2 peptide methylation, AlphaScreen, 120 min | inhibition, % at 12.5 µM | 0.54% of 310,000 active | AID 743445; in the data active = inhibition above about 50%
SR-BI HDL uptake: mouse SR-BI HDL lipid transfer inhibition. 0.96% of 320,000 active. Q61009. ldlA[mSR-BI] CHO cells, DiI-HDL uptake fluorescence, 3 h. inhibition, % at 12.5 µM;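 active = mean replicate inhibition of at least 70% and a set share of replicates each scoring 70 or more; inconclusive = meets just one of the two criteria; inactive = fails both criteria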;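 note: 0% = median of neutral control wells and 100% = median of positive control wells; values of inactives mirror those of a sister screen read the other way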
Target sequence (Q61009 whole entry, looked up): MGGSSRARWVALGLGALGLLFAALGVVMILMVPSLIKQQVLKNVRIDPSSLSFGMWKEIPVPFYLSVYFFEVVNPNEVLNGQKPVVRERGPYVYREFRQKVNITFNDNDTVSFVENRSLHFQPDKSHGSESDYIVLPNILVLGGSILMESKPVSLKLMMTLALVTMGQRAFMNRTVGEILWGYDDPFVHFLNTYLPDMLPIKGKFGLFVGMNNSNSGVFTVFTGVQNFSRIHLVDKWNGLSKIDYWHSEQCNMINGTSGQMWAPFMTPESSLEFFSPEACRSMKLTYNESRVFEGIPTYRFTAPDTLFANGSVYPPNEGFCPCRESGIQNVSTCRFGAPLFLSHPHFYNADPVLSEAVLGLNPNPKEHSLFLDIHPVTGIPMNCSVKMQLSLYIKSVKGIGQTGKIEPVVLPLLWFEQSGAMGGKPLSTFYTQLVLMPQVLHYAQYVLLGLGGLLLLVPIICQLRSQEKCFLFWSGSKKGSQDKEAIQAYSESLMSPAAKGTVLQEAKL
PvdQ acylase: P. aeruginosa PvdQ acylase inhibition; inhibition, % at 10 µM; purified PvdQ acylase, fluorescence plate reader; AID 488965; 0.063% of 340,000 active; in the data active = inhibition above about 30%, passing the limit was not always enough; inconclusive = no clear call, values can overlap the other calls;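 note: 0% = vehicle neutral wells and 100% = reference inhibitor wells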
* = called active by the depositor; ? = inconclusive; . = not tested or not shown.

Second line of a record: MITF act	Rtt109 Vps75	PfHsp90 yeast 2	PvdQ acylase	dFosB activator	CAL PDZ FP-1	NSD2 inh	SR-BI DiI-HDL act	CAL PDZ FP-2	SR-BI HDL uptake
O=S(=O)(Nc1nc2ccccc2s1)c1ccc(Cl)nc1
 : -2	7	-3	2	-2	-3	-4	.	-2.4	.
Nc1nc(Nc2ccccc2)nc(N2CCCC2)c1[N+](=O)[O-]
 : 34	3	-8	-4	-14	1	10	-26	-1.8	26
COc1cc(NC(=O)c2ccco2)c(OC)cc1NC(=O)CCC(=O)Nc1cccc(C)c1C
 : .	.	.	-10	4	-2	37	-52	-2.0	52
COc1ccc(Cl)cc1NC(=S)NNC(=O)c1cccs1
 : -3	37	3	8	-4	-4	-3	2	-0.9	-2
O=C1C2CCCN2C(=S)N1c1ccccc1 (stereo unspecified)
 : 8	-1	-18	-8	2	-4	-2	11	-0.2	-11
CC(=O)Nc1cccc(NC(=O)CSc2nnc3ccc(-c4cccnc4)nn23)c1
 : -7	8	-14	6	-15	.	0	-4	0.4	4
Cc1nc2ccc(Cl)cc2nc1C
 : -8	-2	-1	-12	-7	-7	-4	-7	0.0	7
CC1CCN(CC(=O)NC(=O)NCc2ccccc2)CC1
 : 1	-2	-11	-16	-4	3	1	21	-1.0	-21
Cc1c(C(=O)NC(=S)NCC(C)C)oc2ccccc12
 : 90*	2	-69	-14	-6	0	-1	-11	-0.8	11
O=C(COC(=O)c1ccco1)NCc1ccco1
 : -4	-2	11	-1	-3	-4	11	-1	-3.1	1
Cc1occc1-c1nnc(SCC(=O)c2ccc(F)cc2)o1
 : .	0	-21	-10	-6	8	-2	15	-0.5	-15
COc1ccc(NC(=O)CSc2nc3nc(-c4cccs4)cc(C(F)(F)F)c3c(=O)[nH]2)c(OC)c1
 : 3	-16	-5	5	-4	-1	10	-9	-0.9	9
Cc1noc(C)c1CC(=O)Nc1ccc2c(c1)OCO2
 : 14	-8	25	-2	1	-3	1	4	0.3	-4
O=C(Nc1ccccc1F)c1cc(S(=O)(=O)N2CCOCC2)ccc1N1CCOCC1
 : 2	-3	-7	-2	-5	0	0	5	-0.9	-5
O=C(CN1C(=O)NC2NC(=O)NC21)N/N=C/c1ccccc1O (stereo unspecified)
 : .	17	2	2	-5	-2	-7	12	0.6	-12
CCOC(=O)N1CCN(C(=O)CCSc2ccccc2)CC1
 : 49	-12	-21	-6	-2	1	-7	39	-0.4	-39
COc1ccc(CN2C3CCCC2CC(NC(=O)/C=C/c2ccccc2)C3)cc1 (stereo unspecified)
 : 5	0	-13	-13	-10	.	3	-25	-1.7	25
O=S(=O)(c1ccccc1)N1CCN(C(=S)Nc2ccccc2)CC1
 : -7	-2	-16	-5	0	-4	0	11	-2.2	-11
COCCN(C(=O)COC(=O)Cc1c[nH]c2ccccc12)c1c(N)n(Cc2ccccc2)c(=O)[nH]c1=O
 : 0	-1	2	-17	-6	-3	1	0	-0.4	0
COc1ccc(C2CC(=O)c3c(C)nc(N4CCN(Cc5ccccc5)CC4)nc3C2)cc1OC (stereo unspecified)
 : .	-4	-16	5	-9	-3	0	.	-0.1	.
NC(=O)Cn1cc(/C=N\NS(=O)(=O)c2cccc([N+](=O)[O-])c2)c2ccccc21
 : -1	9	21	-4	0	-1	2	17	-1.5	-17
CCOC(=O)c1c(-c2ccccc2)csc1NC(=O)C(C)NCc1ccco1 (stereo unspecified)
 : 1	0	0	-5	-12	-3	0	-23	-2.2	23
CC(=O)c1ccc(-c2cc([C@H]3[C@H]4C=CC[C@@H](C)[C@@H]4C(=O)N3Cc3ccccc3)ccc2F)cc1
 : -7	-22	-47	-13	-2	0	.	-28	-1.2	28
COc1ccc(C(=O)COC(=O)c2ccn(C)n2)cc1
 : 66	-5	13	-6	-7	-2	-1	.	-3.1	.
CCN(CC)S(=O)(=O)c1ccc(Cl)c(C(=O)NCc2ccccc2Cl)c1
 : .	-3	28	-6	-7	.	2	-24	-0.8	24
Cc1onc(C(=O)N2CCN(c3ccccc3)CC2)c1[N+](=O)[O-]
 : 2	-8	19	-2	4	2	9	.	-2.3	-5
CCOc1ccc(N2C(=O)C3ON(c4ccccc4)C(c4ccco4)C3C2=O)cc1 (stereo unspecified)
 : -1	-4	24	11	-7	-6	-14	-11	-8.4	11
CC(C)Oc1ccc(C(=O)OCC(=O)N2CCCc3ccccc32)cc1
 : -9	4	.	-5	-19	-2	-3	-5	-2.0	5
CCCCn1c(N)c(N(CC(C)C)C(=O)C2CC(=O)N(CCc3ccccc3)C2)c(=O)[nH]c1=O (stereo unspecified)
 : -10	1	-4	-4	-1	0	-3	12	-2.4	-12
O=S(=O)(Nc1ccccc1N1CCCCC1)c1ccccc1
 : -12	-3	7	6	-2	-1	.	-6	-1.8	6
COc1ccc(OC)c(S(=O)(=O)N2CCCC2C(=O)N2CCc3ccccc3C2)c1 (stereo unspecified)
 : .	-8	4	-12	-2	-4	-1	.	-0.5	.
O=C1C2C3C=CC(C4CC34)C2C(=O)N1CCc1ccccc1 (stereo unspecified)
 : 58	10	-82	1	-9	-2	-1	23	-0.4	-23
Cc1cc(C)c(C#N)c(SCC(=O)NC(C)(C)C)n1
 : 18	0	10	-8	-11	.	.	-2	1.1	2
CCOC(=O)c1ccc(NC(=O)Nc2c(C)n(C)n(-c3ccccc3)c2=O)cc1
 : -13	-5	14	-4	-1	0	0	24	-1.9	-24
O=C(N/N=C/c1ccc(-c2cccc([N+](=O)[O-])c2)o1)c1ccccc1O
 : 4	10	-10	-16	22*	-3	-4	-23	-2.3	23
Cc1ccc(S(=O)(=O)N(C)C)cc1NC(=O)c1cccs1
 : .	2	-7	0	-4	0	2	-5	-0.2	5
COc1ccc(S(=O)(=O)N/N=C(/C)c2ccncc2)c(OC)c1
 : 16	2	-2	2	-8	-2	6	23	-0.8	-23
O=C(Nc1ccc(C(F)(F)F)cc1)c1cccnc1N1CCOCC1
 : -11	-1	.	-6	-6	.	-5	-3	-2.5	3
COc1ccc(N2CC(C)Cn3c2nc2c3c(=O)n(Cc3ccccc3)c(=O)n2C)c(OC)c1 (stereo unspecified)
 : -6	11	-17	-5	-12	-10	9	-12	-1.1	12
COc1ccc(S(=O)(=O)N2CCN(C(=O)CCNC(=O)c3ccccc3Cl)CC2)cc1
 : -10	1	45	4	0	-3	-1	-5	-0.2	5
COc1ccc(C(=O)/C=C/C(=O)N(CC(=O)NC2CCCCC2)CC2CCCO2)c(O)c1 (stereo unspecified)
 : -98	5	4	-1	-15	-4	10	-18	-1.9	18
COc1cccc(OC)c1C(=O)Nc1c(C(=O)N2CCN(c3ccccn3)CC2)oc2ccccc12
 : 12	12	26	-10	-21	0	6	-4	0.0	4
Cc1ccc(NC(=O)CN(C)C(=O)CSc2nc(C)cs2)cc1
 : 0	7	3	0	1	1	4	-2	0.8	2
Cc1cn(CC(=O)NCc2ccc(N(C)C)cc2)c(=O)[nH]c1=O
 : -3	-16	-10	-4	1	0	.	44	-0.1	-44
CSCCC(NS(=O)(=O)c1ccccc1F)C(=O)N1CCCCCCC1 (stereo unspecified)
 : -1	-17	-1	-7	-10	-4	-3	10	-2.5	-10
CC(C)(C)c1ccc(Cn2nnc3c(=O)[nH]c(C4CCCN(C(=O)Cc5cccs5)C4)nc32)cc1 (stereo unspecified)
 : 4	?	1	8	1	-3	2	9	-1.0	-9
Cc1ccc2sc(N(CCCN(C)C)C(=O)c3ccc(S(=O)(=O)N4CCOCC4)cc3)nc2c1C
 : 15	11	.	-2	-16	-3	2	7	-3.8	-7
COC(=O)C(O)(CC(=O)Nc1cc(Cl)ccc1Cl)C(F)(F)F (stereo unspecified)
 : -9	3	11	-3	-1	-1	0	-2	-0.7	2
O=C(c1cc(Br)ccc1Cl)N1CCCC1
 : 3	5	0	15	-1	1	0	-1	-2.4	1
COc1ccc2cc(C(N)=O)c(=Nc3ccc(C)cc3)oc2c1
 : 33	-2	3	1	-6	-2	-3	-35	0.2	35
COc1cccc(CN(C)C(=O)c2ccc(NC(=O)CC3SC(N4CCCCC4)=NC3=O)cc2)c1OC (stereo unspecified)
 : 1	5	.	-2	-6	1	1	-31	-0.3	31
Cc1cc(C)n2c(Br)c(CSc3nc4ccccc4s3)nc2n1
 : 71	16	-15	-2	-17	-3	-1	-56	-3.6	56
CC(=O)Nc1n[nH]c(-c2ccc(C)cc2)c1C
 : 9	-6	-3	-9	-11	-1	-1	4	-0.1	-4
O=[N+]([O-])c1cccc(Cl)c1CSc1ccccn1
 : 6	-8	-8	-5	-3	0	40	4	-1.6	-4
CC1CCCN(C/C=C/c2ccccc2[N+](=O)[O-])C1 (stereo unspecified)
 : -9	2	.	-10	-5	.	2	16	-3.2	-16
NC(=O)CC(NC(=O)c1ccc(Br)cc1)c1ccc(N2CCCCCCC2)c([N+](=O)[O-])c1 (stereo unspecified)
 : 40	3	-2	-15	-10	-3	.	10	-0.7	-10
Cc1cccc(NC(=O)CN2C(=S)NC(C)(C)CC2C)c1 (stereo unspecified)
 : -6	9	2	0	4	.	-2	-2	-0.5	2
Cc1onc(-c2ccccc2)c1C(=O)N(CC(C)C)c1c(N)n(CC(C)C)c(=O)[nH]c1=O
 : -17	-6	27	-7	-2	.	-1	14	0.2	-14
COc1cc(/C=N/n2cnnc2-n2nc(C)cc2C)cc([N+](=O)[O-])c1O
 : -1	-1	-81	0	-3	-3	9	.	-3.6	.
CC(C)COc1cccc(C(=O)Nc2cc(S(=O)(=O)N3CCOCC3)ccc2N2CCCC2)c1
 : -16	15	.	-1	3	-6	-1	-10	-0.6	10

Carrying on.
Second line of a record: MITF act	Rtt109 Vps75	PfHsp90 yeast 2	PvdQ acylase	dFosB activator	CAL PDZ FP-1	NSD2 inh	SR-BI DiI-HDL act	CAL PDZ FP-2	SR-BI HDL uptake
COc1ccc(/C=N/S(=O)(=O)c2ccc(C)cc2)cc1
 : -12	-4	2	-11	1	-3	-5	2	-0.4	-2
CN1C(=O)/C(=C/c2ccc(OCc3ccc(C(=O)O)cc3)c(Cl)c2)NC1=S
 : .	-4	-20	-3	-5	-14	1	-15	-2.4	15
Cc1cccc(NC(=O)c2oc(=O)c3ccccc3c2-c2ccccc2)c1C
 : -14	1	10	-10	-2	-4	-1	-21	-0.2	21
Cc1cc(/C=C(\C#N)C(=O)NCc2ccco2)c(C)[nH]1
 : 5	3	9	-21	0	-7	-1	7	.	-7
CCNc1nc(NCC)nc(N(n2cnnc2)S(=O)(=O)c2ccc(C)cc2)n1
 : 16	-3	6	-2	-7	-1	-1	5	0.3	-5
COc1ccc(-c2cn[nH]c2-c2ccc(OCc3ccc(F)cc3)cc2O)cc1OC
 : -25	3	8	-10	-7	1	3	-68	-0.2	68
